# Screening results (PubChem)
# RXFP1 antag = qHTS Assay for Antagonists of the Relaxin Receptor RXFP1. activity change, negative = inhibition, % at 57.5 µM. hit rate 0.59% among 350,000. Relaxin receptor 1 (Homo sapiens), Q9HBX9. AID 1259400, 2018. HEK293-RXFP1, relaxin-stimulated cAMP HTRF, 30 min; active compounds read low;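 active = activity change of -60% or lower, but not beyond a set lower limit; inconclusive = change between -60% and -40%, or beyond the set limit; inactive = change above -40%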; note: % is set by controls: 0 for no effect and ±100 for the full control effect
# Target sequence (Q9HBX9 whole entry, looked up): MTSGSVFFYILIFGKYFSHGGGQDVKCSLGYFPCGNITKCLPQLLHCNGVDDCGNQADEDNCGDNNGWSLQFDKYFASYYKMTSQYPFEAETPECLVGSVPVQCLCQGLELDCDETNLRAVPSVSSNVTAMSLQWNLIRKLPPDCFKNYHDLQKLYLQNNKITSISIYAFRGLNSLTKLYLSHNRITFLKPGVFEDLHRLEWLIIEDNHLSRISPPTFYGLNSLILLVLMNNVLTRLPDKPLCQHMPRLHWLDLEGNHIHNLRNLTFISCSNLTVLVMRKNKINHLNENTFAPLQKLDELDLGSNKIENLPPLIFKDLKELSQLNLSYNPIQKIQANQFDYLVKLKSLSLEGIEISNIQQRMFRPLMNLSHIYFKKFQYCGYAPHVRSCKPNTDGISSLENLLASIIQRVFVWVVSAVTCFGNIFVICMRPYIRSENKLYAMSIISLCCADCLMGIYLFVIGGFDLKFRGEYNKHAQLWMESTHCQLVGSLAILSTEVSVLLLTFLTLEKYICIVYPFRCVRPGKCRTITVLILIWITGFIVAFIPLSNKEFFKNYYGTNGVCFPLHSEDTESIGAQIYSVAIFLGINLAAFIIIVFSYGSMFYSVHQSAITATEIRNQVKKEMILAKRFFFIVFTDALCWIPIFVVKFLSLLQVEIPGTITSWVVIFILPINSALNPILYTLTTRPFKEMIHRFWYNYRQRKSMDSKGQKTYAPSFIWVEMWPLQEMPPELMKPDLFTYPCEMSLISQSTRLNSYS
# PGK inhibitor = qHTS Assay to Find Inhibitors of Phosphoglycerate Kinase; Potency, µM (doses to about 57.5 µM), inactives show at the top dose activity change, negative = inhibition, actives largely listed as inhibitors; AID 602233, 2012; hit rate 0.043% among 380,000; PGK/GAPDH coupled, Kinase-Glo luminescence, 60 min; note: potency is the fitted concentration of half-maximal effect; % is set by controls: 0 for no effect and ±100 for the full control effect; nearly all actives have a fitted effect of over 60% in size
#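 Recombinant glycosomal PGK reaction used 1,3-bisphosphoglycerate generated in-well by GAPDH (100nM final) in 100mM TEA pH 7.6, 5mM MgCl2, 0.01% Tween-20. After 60 minutes at room temperature, ATP was read by Kinase-Glo Plus luminescence end-point.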
# BLM helicase inh = qHTS Assay for Inhibitors of Bloom's syndrome helicase (BLM) | recombinant BLM DNA unwinding, fluorescence dequenching | Potency, µM (doses to about 56.1 µM), for the others: at the top dose activity change, negative = inhibition, usual class: inhibitors | hit rate 0.2% among 350,000 | AID 2528, 2010;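 note: potency is the fitted concentration of half-maximal effect; plate controls were vehicle for no effect and no enzyme for full effect; nearly all actives have a fitted effect of over 35% in size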
# Anesthetic bind = qHTS Assay for Identification of Novel General Anesthetics; Potency, µM (top dose mostly 77.5 µM), for the others: at the top dose activity change, negative = displacement, most hits filed as inhibitors; AID 485281, 2010; apoferritin/1-aminoanthracene competitive binding, fluorescence; hit rate 0.074% among 350,000; note: potency is the fitted concentration of half-maximal effect; % is set by controls: 0 for no effect and ±100 for the full control effect; nearly all actives have a fitted effect of over 20% in size
#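 10 uM apoferritin + 50% sat. 1-AMA, PBS; cpd 10 min RT; Ex380/Em535 endpoint; normalized to free probe vs complex; 4-param Hill fit; propofol titration as pos. ctrl.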
# POLH inh = qHTS for Inhibitors of Polymerase Eta | recombinant Pol eta, fluorescent DNA replication assay | Potency, µM (titrated, usually from 114 µM), without a hit: at the highest dose activity change, negative = inhibition, most hits filed as inhibitors | hit rate 1.2% among 390,000 | AID 588591, 2011; note: potency is the fitted concentration of half-maximal effect; % is set by controls: 0 for no effect and ±100 for the full control effect
#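 Pol eta (10 nM) was preincubated with compounds for 15 min at room temperature, after which fluorescent replication substrate (50 nM final) was added to start the reaction. Fluorescence was read kinetically at 0 and 10 min.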
# Pol beta inh = qHTS Assay for Inhibitors of DNA Polymerase Beta; P06746; Pol beta primer extension/strand displacement, fluorescence kinetic; Potency, µM (top dose mostly 114 µM), for the others: at the top dose activity change, negative = inhibition, most hits filed as inhibitors; hit rate 1.3% among 340,000; AID 485314, 2010; note: potency is the fitted concentration of half-maximal effect; % is set by controls: 0 for no effect and ±100 for the full control effect
#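 Values derive from four-parameter Hill fits of normalized kinetic data: reads at 0 and 10 min following addition of 50 nM substrate to 10 nM Pol beta preincubated 15 min with compound.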
# Pol kappa inh = qHTS for Inhibitors of Polymerase Kappa; Potency, µM (series often up to 107 µM), for the others: at the highest dose activity, negative = inhibition, hits mostly inhibitors; hit rate 0.53% among 400,000; DNA polymerase kappa (Homo sapiens), Q9UBT6; purified Pol kappa, fluorescent DNA synthesis assay, 10 min; AID 588579, 2011; note: potency is the fitted concentration of half-maximal effect; % is set by controls: 0 for no effect and ±100 for the full control effect
#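 Readout: fluorescence, taken kinetically at 0 and 10 min. Conditions: 10 nM Pol kappa, 15 min RT compound preincubation, 50 nM substrate final. Controls: enzyme-free buffer wells.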
# Pol iota inh = qHTS for Inhibitors of Polymerase Iota; DNA polymerase iota (Homo sapiens), Q9UNA4; Pol iota fluorescent replication assay, 10 min; Potency, µM (top dose mostly 115 µM), for the others: at the highest dose activity, negative = inhibition, usual class: inhibitors; hit rate 1% among 390,000; AID 588590, 2011; note: potency is the fitted concentration of half-maximal effect
#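 Fluorescent replication assay read twice, at 0 min and 10 min after adding 50 nM (final) substrate. Enzyme (10 nM) and compounds were first incubated 15 min at room temperature; enzyme-free buffer wells were negative controls.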
# APEX1 inh = qHTS Assay for Inhibitors of the Human Apurinic/apyrimidinic Endonuclease 1 (APE1); recombinant APE1, TAMRA/BHQ-2 abasic DNA cleavage fluorescence; AID 2517, 2012; hit rate 0.35% among 350,000; Potency, µM (series often up to 65.8 µM), inactives show at the top dose activity change, negative = inhibition, usual class: inhibitors;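 note: potency is the fitted concentration of half-maximal effect; plate controls were vehicle for no effect and reference inhibitor for full effect; nearly all actives have a fitted effect of over 55% in size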
# Target sequence (P27695 whole entry, looked up): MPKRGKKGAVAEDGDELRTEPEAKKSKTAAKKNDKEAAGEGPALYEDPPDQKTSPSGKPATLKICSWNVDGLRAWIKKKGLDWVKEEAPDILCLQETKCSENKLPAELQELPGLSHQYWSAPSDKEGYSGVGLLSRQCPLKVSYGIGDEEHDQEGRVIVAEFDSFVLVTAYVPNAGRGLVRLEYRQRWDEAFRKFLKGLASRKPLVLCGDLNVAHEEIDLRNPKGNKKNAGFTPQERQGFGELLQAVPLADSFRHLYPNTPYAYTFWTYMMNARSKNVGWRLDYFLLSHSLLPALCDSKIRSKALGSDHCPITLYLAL
#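 Readout is kinetic fluorescence (ex 525, em 598 nm) from cleavage of 50 nM TAMRA/BHQ-2 THF abasic duplex by 0.75 nM APE1, compound added 15 min beforehand at RT.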
# * = called active by the depositor; i = inactive; ? = inconclusive; · = not tested or not shown; [ ] = another dose, or the depositor's remark. Unless noted, calls come from the whole dose curve; as a rule, active = well fitted curve in the direction sought with a large enough effect; inconclusive = small, poorly fitted or top-dose-only effect, or another doubt; inactive = no such curve, though single readings can be large; an effect the other way counts as inactive or inconclusive. These rows are one share of the data, so the mix of outcomes need not match the whole.
smiles	RXFP1 antag	PGK inhibitor	BLM helicase inh	Anesthetic bind	POLH inh	Pol beta inh	Pol kappa inh	Pol iota inh	APEX1 inh
CCOc1ccccc1CNC(=O)c1ccc(CS(=O)Cc2cccc(Cl)c2)o1 (stereo not drawn)	-1	-7%	-4%	-4%	6%	25%	-2%	8%	·
O=C(COC(=O)c1cc(-c2cccc(Br)c2)nc2ccccc12)NCC1CCCO1 (stereo not drawn)	-19	4%	-6%	?	-7%	1%	-17%	-1%	-1%
CCc1ccc(-n2nc3cc(C)c(NC(=O)c4cccc5ccccc45)cc3n2)cc1	-8	7%	-3%	-7%	-14%	2%	-6%	14%	·
Cc1ccccc1NC(=S)N/N=C1\CC(C)(C)Oc2ccc(O)cc21	-8	-5%	-4%	-5%	-15%	-1%	-5%	-14%	?
COc1ccc(-n2nnnc2C2CCN(S(=O)(=O)c3ccc(C(C)(C)C)cc3)CC2)cc1	13	-2%	2%	-2%	-19%	10%	-18%	40%[activator]	·
N#CCCCSC1=C(C#N)C(c2ccccc2Cl)CC(=O)N1 (stereo not drawn)	-3	-6%	-4%	-16%	-13%	-6%	-3%	8%	14%
Cc1onc(-c2ccccc2Cl)c1C(=O)Nc1nnc(-c2ccc(F)cc2)s1	-7	3%	-13%	-13%	-7%	-1%	-3%	-20%	1%
Cc1cc(Nc2cccc([N+](=O)[O-])c2)n2c(nc3ccccc32)c1C#N	-5	6%	-3%	6%	-7%	-1%	1%	3%	-3%
OCC[C@H]1C[C@H](O)[C@@H](O)[C@]2(Cc3ccccc3O2)O1	·	-1%	·	·	-9%	·	3%	4%	-8%
Cc1ccc2nc(NC(=O)c3ccc(Br)o3)sc2c1	-7	-2%	-4%	-9%	-13%	-18%	6%	8%	29%
CC(=O)N1CCN(S(=O)(=O)c2cccc(C(=O)Nc3nc4c(s3)CCCC4)c2)CC1	6	-2%	-5%	-22%	-10%	0%	5%	4%	?
O=C(NN=C(Cc1ccccc1)Cc1ccccc1)c1ccccc1O	3	-2%	-3%	?	-13%	7%	5%	-2%	-11%
CCCCc1ncc(CN2CCC(n3nccc3NC(=O)c3ccccc3Cl)CC2)[nH]1	-19	-6%	-15%	-17%	-4%	-5%	-7%	12%	8%
O=C(C[n+]1ccccc1)c1ccc(Cl)cc1	3	·	-5%	-9%	-4%	-14%	1%	-22%	10%
O=C(NC1CCN(C(=S)Nc2ccc(Cl)cc2)CC1)C1CCCCC1	6	-3%	-2%	35%[activator]	11%	33%	-3%	110%[activator]	-13%
CC(=O)c1cc(-c2ccccc2)n(CCC(=O)NCCc2ccccc2)c1C	-30	-8%	0%	-5%	-16%	0%	-5%[60.1 µM]	?	·
COc1ccc(-c2noc(CCC(=O)NC3CCCC3)n2)cc1	-24	7%	-3%	-14%	-22%	?	-6%	23%	-2%
CCN(CC)S(=O)(=O)c1cccc(-c2nnc(SCC(=O)NC3CCCC3)n2N)c1	4	3%	0%	-12%	-8%	-13%	-15%	18%	-2%
CC(=O)c1ccc(NC(=O)CSc2n[nH]c(-c3cccnc3)n2)cc1	8	9%	-3%	4%	0%	-1%	-6%	8%	34%
COc1ccc(Oc2coc3cc(OC(=O)/C=C/c4ccc(F)cc4)ccc3c2=O)cc1	-14	-2%	1%	-11%	-10%	-13%[57.1 µM]	-1%	4%	-1%
Cc1ccc2c(c1)C1(OCCCO1)C(=O)N2	7	-4%	3%	-12%	-11%	4%	2%	81%[activator]	-8%
CCOc1ccc(NC(=O)c2cccc(-n3cnnn3)c2)cc1	-10	-5%	-1%	-7%	-9%	3%	-9%	-1%	-8%
O=[N+]([O-])c1ccc(-c2nc(-c3ccncc3)no2)cc1	14	-7%	-4%	-9%	3%	-2%	-5%	?	-3%
CCCCC(=O)Nc1cccc(NC(=S)NC(=O)Cc2ccccc2)c1	19	-10%	3%	-11%	-9%	16%	-16%	12%	0%
CNC(=O)NC(=O)C(NC1CCCc2ccccc21)c1ccccc1 (stereo not drawn)	-4	-7%	0%	3%	-16%	-5%	0%	29%	19%
COc1ccc(OC)c(C(=O)c2ccc(C(=O)Nc3ccccc3)cc2)c1	-8	-6%	-1%	-8%	-7%	-14%[57.1 µM]	-6%	8%	-5%
O=C(c1cc(F)c(F)cc1Cl)N1CCN(c2ncccn2)CC1	-3	3%	0%	-4%	-1%	16%	-1%	-13%	45%
COc1cc(/C=N/NC(=O)c2ccc3nc[nH]c3c2)ccc1O	2	-5%	-14%	-15%	-20%	?	-36%	?	5%
Cc1ccc(C)c(N2CCN(C(=O)Cc3ccc(-n4c(=O)[nH]c5ccsc5c4=O)cc3)CC2)c1	-12	-1%	-6%	2%	-7%	2%	-8%	4%	9%
CC(Oc1ccc(Cl)cc1)C(=O)Nc1ccccc1N1CCOCC1 (stereo not drawn)	-17	-8%	·	·	-23%	·	-6%	-12%	-1%
COc1ccccc1NC(=O)/C(=C\c1cccnc1)NC(=O)c1ccccc1	-5	4%	-3%	-10%	-23%	-6%	-15%	124%[activator]	17%
O=C(O)c1sc2cccc(Cl)c2c1Cl	15	2%	-5%	-13%	-10%	9%	-15%	7%	27%
COc1cc(NC(=O)c2cccc(Cl)c2)c(OC)cc1NC(=O)CN1CCOCC1	-8	1%	-4%	-18%	-8%	24%	-8%	42%[activator]	-3%
COc1ccc(S(=O)(=O)N2Cc3ccccc3CC2C(=O)Nc2ccc(C)cc2C)cc1OC (stereo not drawn)	-5	-8%	-9%	-4%	-4%	1%	-2%	0%	·
O=C(COC(=O)C1CCCC1)NCc1ccc(Cl)cc1	6	-1%	-1%	-22%	-10%	3%	3%	-6%	0%
CC(C)(C)OC(=O)N1CCC(c2c(C(=O)N3CCN(C(=O)c4ccco4)CC3)cnn2-c2ccc(F)cc2)CC1	5	-4%	-1%	4%	14%	20%	-6%	8%	11%
CN(C)c1cc(-c2ccc([N+](=O)[O-])cc2)oc(=O)c1Cl	-1	0%	-2%	-2%	-5%	-6%	-9%	1%[58.9 µM]	1%
CCOC(=O)c1c(C)[nH]c(C)c1C(=O)COC(=O)/C=C/c1ccccc1[N+](=O)[O-]	7	i	·	·	-6%	·	-2%	1%	-7%
COc1ccc(C2C(C#N)=C(N)Oc3cc(N)ccc32)cc1OC (stereo not drawn)	-3	-6%	-10%	-11%	-16%	5%	3%	10%	-5%
CCN(CC)S(=O)(=O)c1ccc(N(C)C)c(NC(=O)CC(NC(C)=O)c2ccccc2)c1 (stereo not drawn)	0	-3%	-1%	-12%	-13%	-1%	5%	-6%	2%
COc1cc(NC(=O)c2oc3ccccc3c2C)ccc1NC(=O)c1ccco1	4	-11%	-12%	145%[activator]	?	?	-23%	68%[activator]	-20%
COC(=O)c1ccc(SC)cn1	-15	i	1%	-6%	-19%	8%	-3%	67%[activator]	-1%
O=C(CN1C(=O)C2(OCCCO2)c2ccccc21)NCCc1ccccc1	-3	-1%	0%	-10%	-10%	32%	8%	-3%	-5%
O=C(OCC(=O)N1CCCc2ccccc21)c1ccc(S(=O)(=O)C(F)F)cc1	-6	0%	·	·	-14%	·	-16%	13%	-13%
Nc1nc(NCCOCCO)nc(N2CCCCCC2)c1[N+](=O)[O-]	8	-2%	-2%	-15%	-2%	53%	-9%	3%	5%
COCCNC(=O)c1cc(-c2ccc(-c3ccccc3)cc2)nc2ccccc12	2	6%	-3%	-4%	-3%	-24%	-17%	?	-18%
Cc1ccc(C)c(CSc2ccc3nnc(-c4ccccn4)n3n2)c1	-36	-2%	4%	?	0%	3%	0%	157%[activator]	0%
CC(C)(C)c1cc(C(=O)C[n+]2ccc(C(=O)NCCCO)cc2)cc(C(C)(C)C)c1O	-7	i	3%	0%	-10%	11%	-4%	28%	0%
N#CC(C(N)=O)=C1CCCCC1	-9	-3%	-2%	12%	-4%	8%	-2%	-14%	27%
O=C(Cn1cc(S(=O)(=O)Cc2cccc(Cl)c2)c2ccccc21)Nc1ccccc1Cl	-7	i	-2%	-16%	-1%	8%	-6%	6%	·

# Following part:
smiles	RXFP1 antag	PGK inhibitor	BLM helicase inh	Anesthetic bind	POLH inh	Pol beta inh	Pol kappa inh	Pol iota inh	APEX1 inh
CCOC(=O)c1ccc2c(c1)C(=O)N(C1CCCCC1)C2=O	0	11%	-3%	-14%	-16%	9%	5%	33%[activator]	1%
CC1CCCCC1NC(=S)Nc1cccc(S(=O)(=O)N(C)C)c1 (stereo not drawn)	4	-2%	-5%	-9%	-15%	?	-10%	-26%	-3%
Cc1ccc(NC(=O)CSc2nc3c(c(=O)[nH]2)CCC3)cc1Cl	-30	·	-6%	-2%	·	-2%	-13%	15%	·
O=C(Cn1c(CSc2ccccc2)nc2ccccc21)Nc1ccccc1	·	·	-6%	-10%	·	0%	·	·	-11%
CCCCNC(=O)C(C)N(CCN(C)C)C(=O)CCCN1C(=O)NC(c2ccc(Cl)cc2)C(C(=O)OCc2ccccc2)=C1C (stereo not drawn)	·	-3%	·	·	-22%	·	4%	9%	3%

# Ordered by the number under POLH inh (high to low): some entries from above.
mol	RXFP1 antag	PGK inhibitor	BLM helicase inh	POLH inh	Pol kappa inh	Pol iota inh	APEX1 inh
CC1CCCCC1NC(=S)Nc1cccc(S(=O)(=O)N(C)C)c1 (stereo not drawn)	4	-2%	-5%	-15%	-10%	-26%	-3%
CCOC(=O)c1ccc2c(c1)C(=O)N(C1CCCCC1)C2=O	0	11%	-3%	-16%	5%	33%[activator]	1%
CCCCNC(=O)C(C)N(CCN(C)C)C(=O)CCCN1C(=O)NC(c2ccc(Cl)cc2)C(C(=O)OCc2ccccc2)=C1C (stereo not drawn)	·	-3%	·	-22%	4%	9%	3%
